# POLI inh: qHTS for Inhibitors of Polymerase Iota; DNA polymerase iota (Homo sapiens), Q9UNA4; Pol iota fluorescent replication assay, 10 min; Potency, µM (highest dose often 115 µM), without a hit: top-dose activity, negative = inhibition, actives largely listed as inhibitors; hit rate 1% among 390,000
#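 Pol iota at 10 nM preincubated 15 min with compounds at room temperature; reaction started with fluorescent substrate, 50 nM final. Fluorescence read kinetically at 0 and 10 min; buffer-only wells as negative control.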
# BAZ2B block: qHTS Assay for Inhibitors of BAZ2B | AID 504333, 2011 | Potency, µM (top dose mostly 114 µM), for inactives: at the highest dose activity change, negative = inhibition, most hits filed as inhibitors | Bromodomain adjacent to zinc finger domain protein 2B (Homo sapiens), Q9UIF8 | hit rate 4.4% among 360,000 | AlphaScreen BAZ2B-H3K14Ac peptide displacement; also: % is scaled to controls: 0 for no effect and ±100 for the full control effect; nearly all actives have a fitted effect of over 60% in size
#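 AlphaScreen luminescence quantifies BAZ2B engagement of H3K14Ac peptide; the protein and biotinylated peptide are both at 50 nM final, buffer PBS pH 7.4 with 0.01% Tween-20, all steps at room temperature.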
# JMJD2A Tudor inh: qHTS Assay for Inhibitors of JMJD2A-Tudor Domain. hit rate 4.4% among 390,000. AID 504339, 2011. AlphaScreen JMJD2A-Tudor / H3K4me3 peptide binding. Potency, µM (doses to about 114 µM), without a hit: at the highest dose activity change, negative = inhibition, usual class: inhibitors. Lysine-specific demethylase 4A (Homo sapiens), O75164; also: % is scaled to controls: 0 for no effect and ±100 for the full control effect; nearly all actives have a fitted effect of over 50% in size
# Pin1 inhibitor: qHTS Assay to Find Inhibitors of Pin1. hit rate 0.009% among 390,000. Pin1 FP peptide displacement, HiFluor488, 10 min. Potency, µM (highest dose often 115 µM), inactives show at the highest dose activity, negative = inhibition, most hits filed as inhibitors. Peptidyl-prolyl cis-trans isomerase NIMA-interacting 1 (Homo sapiens), Q13526; active = well fitted inhibition curve with a large enough effect in the polarisation, with a control signal flat, not every such curve was filed as active; inconclusive = small, poorly fitted or top-dose-only effect, or effect the other way, or a change in a side signal; inactive = no such curve, though single readings can be large or run the other way; the % refers to the polarisation; also: % is scaled to controls: 0 for no effect and ±100 for the full control effect
# GLS inhibitor: qHTS for Inhibitors of Glutaminase (GLS). AID 624170, 2012. Glutaminase kidney isoform, mitochondrial (Homo sapiens), O94925. hit rate 0.21% among 410,000. GLS enzymatic activity, qHTS titration. Potency, µM (doses to about 45.5 µM), for the others: at the top dose activity change, negative = inhibition, most hits filed as inhibitors; also: % is scaled to controls: 0 for no effect and ±100 for the full control effect
#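 Two-point fluorescence kinetic (t0, 30 min RT) for hKGA; glutamate detected via glutamate oxidase–HRP–Amplex Red. Substrate: 1 mM L-glutamine solution; buffer 45 mM KH2PO4, pH 8.2.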
# G9a inh: qHTS Assay for Inhibitors of Histone Lysine Methyltransferase G9a. Histone-lysine N-methyltransferase EHMT2 (Homo sapiens), Q96KQ7. G9a H3K9 monomethylation, AlphaScreen, 2 h. Potency, µM (highest dose often 102 µM), without a hit: at the highest dose activity, negative = inhibition, usual class: inhibitors. hit rate 8.8% among 350,000. AID 504332, 2011; also: % is scaled to controls: 0 for no effect and ±100 for the full control effect; nearly all actives have a fitted effect of over 75% in size
#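 Enzyme 20 nM + cpd, 15 min RT; add b-H3K9 pep 500 nM / SAM 20 uM; 2 h RT; anti-H3K9me1 Ab 0.5 ug/mL + SA donor / anti-rabbit acceptor beads 20 ug/mL each, 10 min; AlphaScreen read.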
# PGK inhibitor: qHTS Assay to Find Inhibitors of Phosphoglycerate Kinase; PGK/GAPDH coupled, Kinase-Glo luminescence, 60 min; Potency, µM (top dose mostly 57.5 µM), inactives show at the highest dose activity change, negative = inhibition, usual class: inhibitors; hit rate 0.043% among 380,000; AID 602233, 2012; also: % is scaled to controls: 0 for no effect and ±100 for the full control effect; nearly all actives have a fitted effect of over 60% in size
#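 Luminescent ATP detection (Kinase-Glo Plus) follows a 60-minute room-temperature incubation, with wells lacking PGK as controls. Buffer: 100 mM TEA (pH 7.6), 5 mM MgCl2, 0.01% Tween-20. Coupling enzyme GAPDH (100 nM final) supplies unstable 1,3-BPG in-well.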
# BLM helicase inh: qHTS Assay for Inhibitors of Bloom's syndrome helicase (BLM); recombinant BLM DNA unwinding, fluorescence dequenching; Potency, µM (series often up to 56.1 µM), for inactives: at the top dose activity change, negative = inhibition, hits mostly inhibitors; hit rate 0.2% among 350,000; AID 2528, 2010;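 also: plate controls were vehicle for no effect and no enzyme for full effect; nearly all actives have a fitted effect of over 35% in size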
# HP1b binding inh: HTS for Inhibitors of HP1-beta Chromodomain Interactions with Methylated Histone Tails | Potency, µM (doses to about 114 µM), for inactives: at the top dose activity change, negative = inhibition, usual class: inhibitors | AlphaScreen HP1-beta / biotin-H3K9me3 peptide binding | Chromobox protein homolog 1 (Homo sapiens), P83916 | hit rate 0.56% among 390,000 | AID 540317, 2011; also: nearly all actives have a fitted effect of over 70% in size; inactives centre near 23
#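 HP1-beta protein (50 nM final) preincubated 30 min at room temperature with biotinylated H3(1-18)K9me3 peptide (50 nM) in PBS pH 7.4, 0.01% Tween-20, then compound added for 30 min. AlphaScreen streptavidin donor/nickel chelate acceptor beads (10 ug/mL final), 30 min dark, luminescence read.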
# * = called active by the depositor; i = inactive; ? = inconclusive; nt = not tested or not shown; [ ] = remark or other dose. Unless noted, calls follow the shape of the dose curve; as a rule, active = well fitted curve in the direction sought with a large enough effect; inconclusive = small, poorly fitted or top-dose-only effect, or another doubt; inactive = no such curve, though single readings can be large; an effect the other way counts as inactive or inconclusive. Potency is read from the fitted curve at half-maximal effect. These rows are one share of the data (hit frequency here may not be typical).
POLI inh	BAZ2B block	JMJD2A Tudor inh	Pin1 inhibitor	GLS inhibitor	G9a inh	PGK inhibitor	smiles	BLM helicase inh	HP1b binding inh
29.9%	2.5%	-11.9%	1.2%	-1.7%	35.6%[activator][12.7 µM]	-9.8%	CSCCC(NC(=O)c1ccccc1)C(=O)N1CCCCCCC1 (stereo unspecified)	nt	43.9%[activator]
2.1%	-3.1%	4.2%	?	6.9%	15.1%[59 µM]	2.3%	COC(=O)c1cccc(NC(=S)NCc2ccc(Cl)cc2)c1	-8.4%	50.3%[activator]
9.6%	-8.7%	-2.8%	0.2%	-13.2%	-34.3%[59 µM]	9.1%	Cc1ccc(NC(=O)c2ccc(NC(=O)N3CCSc4nc(C)cc(C)c43)cc2)c(Cl)c1	-6.0%	15.1%
44.7µM*	nt	22.4µM*	?	11.2µM*	nt	6.31µM*	O=CC(O)C1OC(=O)C(O)C1O (stereo unspecified)	nt	?
-20.9%	4.5%	2.7%	1.4%	-6.2%	21.7%	nt	CC(=O)Nc1ccc(OCCOc2ccc(NC(C)=O)cc2)cc1	-0.6%	94.2%[activator]
6.3%	5.8%	0.3%	-14.2%	6.3%	2.2%[59 µM]	-2.8%	COc1ccc(C(=S)N2CCNCC2)cc1	-0.3%	10.5%
-10.7%	3.5%	-15.2%	3.3%	16.8%	-29.2%[12.7 µM]	i	CCOC(=O)C1=C(c2ccccc2)NC(SCC)=C(C#N)C1c1cccnc1 (stereo unspecified)	-9.3%	47.8%[activator]
-6.0%	-32.4%	-31.0%	2.4%	-1.7%	29.9%[0.501 µM]	-4.6%	Clc1ccc(Cn2cccc2C2=NCCO2)cc1	-3.8%	18.5%
45.8%[activator]	0.4%	-0.4%	2.7%	3.5%	18.0%	i	O=C(CN1CCC(NC(=O)c2ccccc2Cl)CC1)NCc1ccccc1	-6.1%	32.5%
-10.5%	-3.0%	-0.3%	5.0%	1.0%	2.8%	-4.9%	CC(=O)Nc1ccc(S(=O)(=O)N2CCN(S(=O)(=O)c3ccccc3)CC2)cc1	-0.1%	12.5%
52.6%[activator]	-0.8%	-10.3%[11.4 µM]	3.9%	1.1%	-19.2%	-0.3%	CC(=O)N1CCN(c2nc(N)c(C#N)c(CC#N)c2C#N)CC1	-9.1%	42.6%[activator]
-11.3%	-12.5%	-17.6%	-3.2%	-3.6%	-48.7%	-2.4%	COc1ccc(-n2c(=O)c3ccccc3n(CC(=O)c3ccccc3)c2=O)cc1OC	-7.4%	34.5%
170.3%[activator]	-17.5%	-17.3%	0.8%	-24.9%	-1.6%	-3.5%	O=C(O)COc1ccccc1/C=C1\C(=O)Nc2ccc(Br)cc21	-2.9%	0.3%
1.8%	1.2%	-1.4%	-6.9%	-0.4%	-28.1%	i	Cc1ccc(CN2CCN(Cc3ccncc3)CC2CCO)o1 (stereo unspecified)	-3.1%	31.5%
-15.0%	nt	-31.2%	6.1%	6.3%	nt	-6.8%	CC1=CC2C(C(O)CC3(C)C2CC(C)C32OCOC23COCO3)C2(C)C/C(=C\O)C(=O)C=C12 (stereo unspecified)	nt	17.3%
21.3%	0.6%	-13.2%	-17.1%	7.9%	?	-11.4%	COc1ccc(C(=O)Nn2c(SCC(=O)NCc3ccco3)nc3ccccc3c2=O)cc1	-4.0%	-6.4%
-5.2%	7.4%	-6.9%	-0.5%	26.5%	?	-2.4%	O=C(CCN1CCCCCC1)Nc1cccc(Cl)c1	7.3%	17.9%
19.8%	-35.5%	-34.0%	-2.0%	-1.9%	26.1%[12.7 µM]	i	CC(NC(=S)Nc1ccc([N+](=O)[O-])cc1)c1ccncc1 (stereo unspecified)	-5.7%	9.1%
-3.4%	-4.1%	-2.9%	4.1%	4.1%	3.1%[59 µM]	-2.1%	Clc1c(-c2nnc3n2CCC3)sc2ccccc12	-2.9%	24.3%
21.1%	18.8%	?	-6.4%	5.4%	nt	-7.5%	CCNC(=S)NS(=O)(=O)c1ccc(F)cc1	2.1%	-18.8%
28.9%	-13.9%	-7.2%	-1.2%	8.0%	-10.8%[59 µM]	i	Cc1ccc(NC(=O)Cn2c(=O)n(CCCCC(=O)NCc3ccc4c(c3)OCO4)c(=O)c3ccccc32)cc1	-3.7%	35.6%
4.8%	nt	-26.6%	-3.2%	-1.3%	50.1µM*	-10.6%	CCCN(Cc1nnc(-c2ccccc2Cl)o1)C(=O)c1cc([N+](=O)[O-])cc([N+](=O)[O-])c1	-2.2%	-0.3%
5.4%	?	-26.3%	3.2%	4.7%	30.3%[59 µM]	-3.6%	CCOC(=O)c1nnc(-c2cccs2)nc1NC(C)C	0.3%	3.7%
21.7%	7.5%	-10.9%	-1.9%	-4.7%	-4.3%	-8.1%	CN(C(=O)c1ccccc1C(=O)OCC(=O)Nc1ccc(S(N)(=O)=O)cc1)c1ccccc1	nt	8.6%
11.8%	0.4%	-10.1%	-3.0%	6.4%	1.0%[59 µM]	-2.5%	O=C1CCC(=O)N1c1cccc(OS(=O)(=O)c2ccccc2)c1	-1.2%	0.3%
-26.6%	28.5%	-14.1%	-2.7%	-2.2%	-25.5%	-6.2%	O=C(CCc1nc2ccccc2[nH]1)Nc1ccc2c(c1)OCCO2	-2.7%	54.2%[activator]
81.1%[activator]	2.6%	1.3%	5.7%	19.6%	2.3%	4.3%	CCCNC(=O)NCCC12CC3CC(CC(C3)C1)C2	-4.1%	23.1%
16.6%	25.1µM*	5.62µM*	-5.7%	14.6%	3.16µM*	i	COc1cc(OC)c(C2CC(=O)N3CN(c4ccccc4)CSC3=C2C#N)cc1OC (stereo unspecified)	-4.6%	?
28.7%	1.6%	-2.1%	-1.2%	-3.7%	?	i	C=CCC(O)(CC=C)CNC(=O)C1CCC(=O)N(CCCc2ccccc2)C1 (stereo unspecified)	0.7%	39.0%[activator]
-8.8%	2.2%	-3.5%	-4.1%	-16.2%	-44.5%	-8.6%	O=C(C1CCN(S(=O)(=O)c2cccc3nonc23)CC1)N1CCCCC1	-2.8%	14.5%

# Some entries already given with just PGK inhibitor.
Structure	PGK inhibitor
COc1ccc(C(=O)Nn2c(SCC(=O)NCc3ccco3)nc3ccccc3c2=O)cc1	-11.4%
O=C(CCN1CCCCCC1)Nc1cccc(Cl)c1	-2.4%

# Next results
POLI inh	BAZ2B block	JMJD2A Tudor inh	Pin1 inhibitor	GLS inhibitor	G9a inh	PGK inhibitor	smiles	BLM helicase inh	HP1b binding inh
5.3%	-5.6%	-8.7%	-1.8%	-2.1%	-7.9%	-9.7%	O=C(CSc1nnc(NC(=O)c2ccco2)s1)Nc1ccccc1	-2.9%	48.0%[activator]
?	10.0%	18.9%	19.9%	-4.3%	9.0%	-5.9%	Cc1cc(C)n(C(=O)CNC(=O)COc2ccccc2)n1	0.4%	50.5%
?	-3.9%	-9.5%	-2.3%	-12.0%	-41.7%	i	COc1ccc(NS(=O)(=O)c2ccc3c(c2)CCC(=O)N3)cc1O	nt	34.7%
21.7%	8.6%	-11.0%	1.6%	1.1%	-20.4%	i	CC1CCCC(NC(=O)C2CCCN2S(=O)(=O)c2cccc3nsnc23)C1C (stereo unspecified)	-0.9%	43.4%[activator]
4.0%	nt	-9.7%	2.0%	-8.7%	nt	-1.5%	CC(=O)OC1CCC2(C)C(=CCC3C4CC(=O)N(O)C(=O)C4(C)CCC32)C1 (stereo unspecified)	nt	30.2%
72.3%[activator]	nt	-11.7%	0.7%	5.5%	-3.9%	9.5%	O=C(Cn1nc(C(=O)O)c2ccccc2c1=O)NC12CC3CC(CC(C3)C1)C2	0.5%	12.6%
7.0%	-13.4%	-10.9%	-8.0%	13.7%	-6.8%[59 µM]	13.7%	O=C(Cn1ncn2nc(-c3cccs3)cc2c1=O)NCc1ccc(Cl)cc1	-4.6%	16.7%
?	-8.3%	?	-2.2%	9.6%	3.8%[59 µM]	-2.0%	O=C1NC(=O)/C(=C\c2ccccc2OCc2ccc([N+](=O)[O-])cc2)N1	-8.2%	-8.0%
-10.9%	-19.0%	-25.2%	0.0%	14.1%	50.1µM*	5.8%	CCn1cc(C(=O)O)c(=O)c2cc(F)c(N3CCN(C(=S)NC(=O)c4ccc(F)c(F)c4)CC3)cc21	2.8%	-1.2%
89.1µM*	-4.8%	-3.6%	-8.1%	-20.8%	3.3%[59 µM]	i	Cc1cc(-n2nnc3ccccc32)nc2ccccc12	0.3%	29.7%
?	3.6%	-17.8%	6.4%	8.8%	1.26µM*	-8.1%	Cc1ccccc1NC(=O)c1c(C)[nH]c(=S)c(C#N)c1-c1ccco1	-15.0%	5.9%
-12.4%	-14.0%	-19.1%	1.4%	4.8%	-10.2%[59 µM]	-2.6%	COc1ccc(NC(=O)COc2ccc(C)cc2)c([N+](=O)[O-])c1	-3.6%	24.8%
41.7%[activator]	26.2%	51.8%[activator]	-4.4%	-0.7%	8.8%[0.501 µM]	5.8%	CCCCC/C=C/C1=CC(=O)C[C@H](c2ccc(Cl)cc2)C1	nt	94.7%[activator]
8.3%	?	-3.2%	2.1%	nt	50.1µM*	-9.3%	Cc1cc(C)n2ncnc2n1	-2.5%	27.3%

# Source: PubChem
